HEK293 NFkB inh: inhibitors of PMA/ionomycin-induced NF-kB reporter, primary screen, antigen receptor NF-kB inhibitor project, cell-based, HEK-293 luciferase reporter, luminescence | HEK-293 NF-kB luciferase reporter | 62,000 tested, 0.21% active | inhibition, % at 3 µM;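 active = inhibition above the mean of all tested compounds plus 3 SD, cut at about 40% in these data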;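 also: 0% = stimulated DMSO wells and 100% = 10 µM reference inhibitor 5653914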
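System – HEK-293 cells with stable firefly luciferase reporter driven by four HIV NF-kB elements · Doses – one dose, 3 µM · Schedule – 1 h compound pre-incubation, 16 h PMA/ionomycin at 37 °C · Technique – luminescence from luciferase substrate reagent · Measure – percent inhibition normalized per plate to DMSO and reference-inhibitor controls · Replicates – tested once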
Autofluor 339: intrinsic fluorescence of library compounds, ex339/em460 – biochemical, MLSMR library, data from DPM-DC assay, artefact control, profiling panel. compound autofluorescence, ex339/em460 nm, NADH buffer; hits give high values; 1 = no-compound wells, NADH background. fluorescence fold increase at 10 µM. 65,000 tested, 5.5% active;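 active = at 10 µM, mean starting fluorescence two-fold or more over control wells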;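 also: signal is the first read of a kinetic run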
tolC growth inh: growth inhibitors of E. coli tolC mutant, primary screen, strain BW25113 ΔtolC::kan, 384-well; 65,000 tested, 2.2% active; growth inhibition, % at 10 µM (by protocol); OD615; AID 573, 2007;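 active = growth inhibition at or above a cutoff equal to the mean over every tested compound plus 3 SD, cut at about 60% in these data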;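 also: growth measured after 20 h incubation at 37 °C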
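Test system: tolC-deleted E. coli BW25113 | Medium: LB with kanamycin 50 µg/mL | Compound dosing: Single concentration, 10 µM final per compound | Schedule: 37 °C, 20 h exposure | Measured by: OD at 615 nm | Evaluation: Percent growth inhibition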
MMP-13 inhibitor: human MMP13 inhibitors, primary screen, biochemical, FRET peptide cleavage; Collagenase 3 (Homo sapiens), P45452; MMP-13 fTHP FRET cleavage, Mca fluorescence; inhibition, % at 4 µM; 65,000 tested, 0.07% active;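 active = inhibition above the mean of compound-free control plate wells plus 3 SD, cut at about 14% in these data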;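 also: 0% = DMSO wells and 100% = wells with reference MMP-13 inhibitor after basal subtraction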
NADH coupling: inhibitors of PK/LDH coupling enzymes, profiling panel, artefact control, biochemical, MLSMR library. coupled PK/LDH NADH assays, four targets. IC50, µM (top dose mostly 10 µM), without a hit: at the top dose inhibition. 65,000 tested, 0.02% active;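 active = single-dose screening hits from any of four coupled enzyme assays that gave an IC50 when retested across doses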;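 also: the DPM-DC format reads NADH fluorescence rather than 340 nm absorbance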
PKA kinase inh: inhibitors of human PKA kinase activity, primary screen, biochemical, ATP-depletion luminescence, Kemptide substrate. PKA Kemptide phosphorylation, Kinase-Glo ATP luminescence. inhibition, % at 6 µM. 65,000 tested, 0.1% active. AID 524, 2006;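 active = inhibition above the screen-wide mean inhibition plus 3 SD, cut at about 21% in these data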; also: many of its hits are not listed in these tables
JNK3 inh: JNK3 kinase activity inhibitors, primary screen, biochemical, human, purified enzyme; 60,000 tested, 0.61% active; HTS; inhibition, % at 8 µM; in the data active = inhibition above about 17%;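 also: 0% = DMSO and 100% = reference inhibitor; many of its hits are not listed in these tables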
A340 absorber: compound light absorbance at 340 nm, profiling panel, artefact control, biochemical, MLSMR library, data from PS, PMK, MK assays; 65,000 tested, under 10 active; compound absorbance at 340 nm, fold over control; fold change at 10 µM;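 active = at 10 µM dose, initial 340 nm absorbance at least 2 fold that of control wells; inactive = change under 2 fold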;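 also: initial absorbance extrapolated from kinetic A340 decline of NADH oxidation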
ROCK2 inh: inhibitors of human ROCK2 kinase, primary screen, biochemical, high-throughput, luminescence | Rho-associated protein kinase 2 (Homo sapiens), O75116 | purified ROCK2, Kinase-Glo ATP depletion luminescence | inhibition, % at 6 µM | 60,000 tested, 0.35% active;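 active = inhibition above the screen-wide mean inhibition plus 3 SD, cut at about 18% in these data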;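 also: plate controls were DMSO wells for no effect and Y-27632 control wells after no-enzyme background subtraction for full effect; many of its hits are not listed in these tables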
Target sequence (O75116 whole entry, looked up): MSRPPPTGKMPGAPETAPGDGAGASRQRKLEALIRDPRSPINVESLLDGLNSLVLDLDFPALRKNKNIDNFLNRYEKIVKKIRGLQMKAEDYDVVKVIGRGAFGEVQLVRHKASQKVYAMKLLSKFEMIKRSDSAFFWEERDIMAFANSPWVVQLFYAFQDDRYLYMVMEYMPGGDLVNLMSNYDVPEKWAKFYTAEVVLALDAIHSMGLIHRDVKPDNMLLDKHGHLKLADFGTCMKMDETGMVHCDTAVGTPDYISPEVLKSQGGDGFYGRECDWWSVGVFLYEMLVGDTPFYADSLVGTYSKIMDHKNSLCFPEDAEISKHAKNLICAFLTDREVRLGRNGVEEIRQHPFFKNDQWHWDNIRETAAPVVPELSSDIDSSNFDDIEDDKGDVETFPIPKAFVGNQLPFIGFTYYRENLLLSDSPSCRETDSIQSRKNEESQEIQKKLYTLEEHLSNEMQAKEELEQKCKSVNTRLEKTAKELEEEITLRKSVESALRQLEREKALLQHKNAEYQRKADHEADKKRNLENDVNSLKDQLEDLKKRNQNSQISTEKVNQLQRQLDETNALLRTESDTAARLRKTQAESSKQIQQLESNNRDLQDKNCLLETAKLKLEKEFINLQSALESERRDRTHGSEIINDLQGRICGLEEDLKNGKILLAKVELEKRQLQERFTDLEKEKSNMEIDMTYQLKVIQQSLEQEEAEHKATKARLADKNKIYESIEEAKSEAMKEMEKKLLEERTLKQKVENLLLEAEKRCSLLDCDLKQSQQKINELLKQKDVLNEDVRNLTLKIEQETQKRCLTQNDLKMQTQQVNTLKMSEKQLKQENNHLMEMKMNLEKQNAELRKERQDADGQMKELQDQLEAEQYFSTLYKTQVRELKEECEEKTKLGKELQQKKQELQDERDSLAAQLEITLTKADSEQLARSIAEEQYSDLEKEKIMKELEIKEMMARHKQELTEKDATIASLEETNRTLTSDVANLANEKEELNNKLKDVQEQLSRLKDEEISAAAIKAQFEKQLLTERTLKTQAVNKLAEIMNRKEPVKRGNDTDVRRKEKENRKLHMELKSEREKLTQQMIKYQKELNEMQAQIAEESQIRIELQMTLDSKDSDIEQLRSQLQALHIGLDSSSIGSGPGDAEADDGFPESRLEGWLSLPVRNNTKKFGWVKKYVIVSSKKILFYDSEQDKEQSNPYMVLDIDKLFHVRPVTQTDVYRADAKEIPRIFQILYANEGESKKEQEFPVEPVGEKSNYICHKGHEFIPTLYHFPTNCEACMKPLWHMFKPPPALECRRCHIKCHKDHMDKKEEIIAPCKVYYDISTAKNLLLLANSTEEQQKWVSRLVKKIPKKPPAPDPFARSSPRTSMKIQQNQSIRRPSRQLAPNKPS
Numbers without * were called inactive. These rows are one share of the data; count on the stated rates, not on these rows.

Results for O=C(NCCc1ccccc1)c1ccc2c(c1)N(Cc1ccccc1)C(=O)CS2=O (stereo unspecified) ?
HEK293 NFkB inh: 19; Autofluor 339: 1; tolC growth inh: 15; MMP-13 inhibitor: 3; NADH coupling: 4%; PKA kinase inh: -3; JNK3 inh: 3; A340 absorber: 1; ROCK2 inh: 0

Results for Cc1cc(C(=O)Nc2ccc(N3CCOCC3)cc2)c2ccccc2n1 ?
HEK293 NFkB inh: -4; Autofluor 339: 1.1; tolC growth inh: 16; MMP-13 inhibitor: 4; NADH coupling: 4%; PKA kinase inh: 6; JNK3 inh: -3; A340 absorber: 1.1; ROCK2 inh: 1

How did Cc1ccc(CN(C)CCc2ccccn2)cc1 do in these assays?
HEK293 NFkB inh: 16; Autofluor 339: 1.1; tolC growth inh: -2; MMP-13 inhibitor: 1; NADH coupling: 20%; PKA kinase inh: -5; JNK3 inh: -1; A340 absorber: 1.1; ROCK2 inh: -4

Results for O=C(c1cc2ccccc2o1)N1CCN(c2ccccc2Cl)CC1 ?
HEK293 NFkB inh: 13; Autofluor 339: 1.1; tolC growth inh: 100*; MMP-13 inhibitor: -1; NADH coupling: 0%; PKA kinase inh: 3; JNK3 inh: 1; A340 absorber: 1.1; ROCK2 inh: 2

Results for Cc1cc(NC(=O)CSc2nc3ccccc3[nH]2)no1 ?
HEK293 NFkB inh: 10; Autofluor 339: 1.1; tolC growth inh: 17; MMP-13 inhibitor: 7; NADH coupling: 2%; PKA kinase inh: -5; JNK3 inh: 3; A340 absorber: 1.1; ROCK2 inh: -5

Results for COC(=O)C1CCN(C(=O)COc2cc3sc(C)nc3c3sccc23)CC1 ?
HEK293 NFkB inh: 19; Autofluor 339: 1.1; tolC growth inh: 14; MMP-13 inhibitor: -2; NADH coupling: 5%; PKA kinase inh: -2; JNK3 inh: -4; A340 absorber: 0.97; ROCK2 inh: -1

Results for COc1ccccc1NC(=O)c1cc(C(=O)O)ccc1C(=O)O ?
HEK293 NFkB inh: 10; Autofluor 339: 1.1; tolC growth inh: -16; MMP-13 inhibitor: -4; NADH coupling: 6%; PKA kinase inh: 3; JNK3 inh: -3; A340 absorber: 1; ROCK2 inh: 4

Results for Cc1ccc(Cn2ccc(NC(=O)c3noc4c3CCCC4)n2)cc1 ?
HEK293 NFkB inh: 1; Autofluor 339: 1.1; tolC growth inh: -11; MMP-13 inhibitor: 4; NADH coupling: 5%; PKA kinase inh: 6; JNK3 inh: -2; A340 absorber: 0.99; ROCK2 inh: 7

What do the screens show for `CC1CN(C(=O)c2cccc(S(=O)(=O)N3CCOCC3)c2)CC(C)O1` (stereo unspecified)?
HEK293 NFkB inh: 9; Autofluor 339: 1.1; tolC growth inh: -23; MMP-13 inhibitor: 0; NADH coupling: 7%; PKA kinase inh: 3; JNK3 inh: 3; A340 absorber: 1; ROCK2 inh: 2

How did O=C(NCc1cccc(Cl)c1)c1cnccn1 do in these assays?
HEK293 NFkB inh: 11; Autofluor 339: 1.1; tolC growth inh: 0; MMP-13 inhibitor: 4; NADH coupling: 2%; PKA kinase inh: 6; JNK3 inh: -3; A340 absorber: 1; ROCK2 inh: 2

Results for CCOc1ccc(CCNC(=O)C2CCN(c3nnc(-n4cccc4)s3)CC2)cc1OCC ?
HEK293 NFkB inh: -4; Autofluor 339: 1.1; tolC growth inh: -2; MMP-13 inhibitor: 4; NADH coupling: 5%; PKA kinase inh: 8; JNK3 inh: 2; A340 absorber: 0.98; ROCK2 inh: 5

What do the screens show for `N#Cc1ccc(OCC(=O)N2CCN(S(=O)(=O)c3cccs3)CC2)cc1`?
HEK293 NFkB inh: 21; Autofluor 339: 1.1; tolC growth inh: 9; MMP-13 inhibitor: 2; NADH coupling: 0%; PKA kinase inh: 10; JNK3 inh: -2; A340 absorber: 1; ROCK2 inh: 5

What do the screens show for `CCN1C(=O)/C(=C2/C=CC=CN2C)OC1=S`?
HEK293 NFkB inh: 13; Autofluor 339: 0.96; tolC growth inh: -1; MMP-13 inhibitor: 2; NADH coupling: 10%; PKA kinase inh: 0; JNK3 inh: -5; A340 absorber: 1.1; ROCK2 inh: 2

What do the screens show for `O=C1C=C(NC2CC2)C2(CCCCC2)O1`?
HEK293 NFkB inh: 6; Autofluor 339: 1.1; tolC growth inh: -10; MMP-13 inhibitor: 4; NADH coupling: 0%; PKA kinase inh: 0; JNK3 inh: -1; A340 absorber: 1; ROCK2 inh: 2

What do the screens show for `COc1ccccc1NC(=O)N1CCN(c2cc(-c3ccccc3)nc3ncnn23)CC1`?
HEK293 NFkB inh: 15; Autofluor 339: 1.1; tolC growth inh: 7; MMP-13 inhibitor: -2; NADH coupling: 5%; PKA kinase inh: 6; JNK3 inh: 0; A340 absorber: 0.98; ROCK2 inh: 2

How did COc1cccc(CN2CCN(C(=O)c3cccs3)CC2)c1OC do in these assays?
HEK293 NFkB inh: 10; Autofluor 339: 1.2; tolC growth inh: 4; MMP-13 inhibitor: -4; NADH coupling: 4%; PKA kinase inh: -2; JNK3 inh: -9; A340 absorber: 1.1; ROCK2 inh: -1

How did CC#CCCCC(=O)Nc1cc(OC)nc(OC)n1 do in these assays?
HEK293 NFkB inh: 2; Autofluor 339: 1; tolC growth inh: -13; MMP-13 inhibitor: 5; NADH coupling: 4%; PKA kinase inh: -1; JNK3 inh: 1; A340 absorber: 1; ROCK2 inh: 3

Results for COc1cccc(N2C(=O)CC(Nc3ccc(N4CCOCC4)cc3)C2=O)c1 (stereo unspecified) ?
HEK293 NFkB inh: 8; Autofluor 339: 0.97; tolC growth inh: -19; MMP-13 inhibitor: -9; NADH coupling: 4%; PKA kinase inh: 9; JNK3 inh: -11; A340 absorber: 1; ROCK2 inh: 7

Results for CCc1ccc(C2=Nn3c(nnc3-c3cccs3)SC2)cc1 ?
HEK293 NFkB inh: 27; Autofluor 339: 1; tolC growth inh: 21; MMP-13 inhibitor: 5; NADH coupling: 6%; PKA kinase inh: 13; JNK3 inh: 6; A340 absorber: 1; ROCK2 inh: 7

Results for CCOc1cc(C(=O)NC(C)COC)cc(OCC)c1OCC (stereo unspecified) ?
HEK293 NFkB inh: 9; Autofluor 339: 1.1; tolC growth inh: 1; MMP-13 inhibitor: -1; NADH coupling: 4%; PKA kinase inh: 1; JNK3 inh: -7; A340 absorber: 1; ROCK2 inh: 1

Results for COc1ccc(OC)c(C2C(C(=O)c3ccc(C)o3)=C(O)C(=O)N2CCCN2CCOCC2)c1 (stereo unspecified) ?
HEK293 NFkB inh: 10; Autofluor 339: 1.1; tolC growth inh: -6; MMP-13 inhibitor: 6; NADH coupling: 2%; PKA kinase inh: 1; JNK3 inh: 0; A340 absorber: 1.1; ROCK2 inh: 2

What do the screens show for `CCOC(=O)C1CCN(S(=O)(=O)Cc2ccc(Cl)cc2)CC1`?
HEK293 NFkB inh: 10; Autofluor 339: 1.1; tolC growth inh: -4; MMP-13 inhibitor: 5; NADH coupling: 3%; PKA kinase inh: 3; JNK3 inh: -2; A340 absorber: 1; ROCK2 inh: 1

How did CC1CCN(S(=O)(=O)c2cn(CC(=O)N3CCN(C)CC3)c(=O)c3ccccc23)CC1 do in these assays?
HEK293 NFkB inh: 8; Autofluor 339: 1.1; tolC growth inh: -16; MMP-13 inhibitor: 0; NADH coupling: 3%; PKA kinase inh: 3; JNK3 inh: 6; A340 absorber: 0.98; ROCK2 inh: 6

How did Cc1cccc(CCNC(=O)CCc2nc(-c3ccccc3F)no2)c1 do in these assays?
HEK293 NFkB inh: 12; Autofluor 339: 1; tolC growth inh: 20; MMP-13 inhibitor: 4; NADH coupling: 11%; PKA kinase inh: -2; JNK3 inh: -3; A340 absorber: 0.98; ROCK2 inh: 0

What do the screens show for `CCN(C(=O)c1cc2cccc(OC)c2oc1=O)c1ccccc1`?
HEK293 NFkB inh: 4; Autofluor 339: 1.2; tolC growth inh: 4; MMP-13 inhibitor: 3; NADH coupling: 6%; PKA kinase inh: 13; JNK3 inh: 4; A340 absorber: 1.1; ROCK2 inh: 4

What do the screens show for `CCOc1ccc(-c2cc(CCCC(=O)NCc3ccco3)no2)cc1`?
HEK293 NFkB inh: 34; Autofluor 339: 1.1; tolC growth inh: 7; MMP-13 inhibitor: 3; NADH coupling: 2%; PKA kinase inh: 5; JNK3 inh: 4; A340 absorber: 1; ROCK2 inh: 3

Results for O=C(NCCCN1CCOCC1)c1ccc(CS(=O)(=O)Cc2ccc(Cl)cc2)o1 ?
HEK293 NFkB inh: 4; Autofluor 339: 1.1; tolC growth inh: -21; MMP-13 inhibitor: 1; NADH coupling: 7%; PKA kinase inh: 7; JNK3 inh: -4; A340 absorber: 1; ROCK2 inh: 4

How did O=C1CCCN1CCC1CCN(C(=O)Nc2ccccc2)CC1 do in these assays?
HEK293 NFkB inh: 8; Autofluor 339: 1.1; tolC growth inh: -14; MMP-13 inhibitor: 3; NADH coupling: 6%; PKA kinase inh: 8; JNK3 inh: 4; A340 absorber: 1; ROCK2 inh: 7

Results for O=C(NCc1ccccn1)c1c(Cl)cccc1Cl ?
HEK293 NFkB inh: 19; Autofluor 339: 1; tolC growth inh: -17; MMP-13 inhibitor: 0; NADH coupling: 6%; PKA kinase inh: 0; JNK3 inh: 3; A340 absorber: 0.99; ROCK2 inh: 1

What do the screens show for `CCn1c(COc2cccc(C)c2)nnc1SCC(=O)N1CCCC1`?
HEK293 NFkB inh: 19; Autofluor 339: 1.1; tolC growth inh: -20; MMP-13 inhibitor: -3; NADH coupling: 5%; PKA kinase inh: -8; JNK3 inh: 2; A340 absorber: 1; ROCK2 inh: -2

How did Cc1c(NC(=O)Nc2ccc(Cl)c(Cl)c2)c(=O)n(-c2ccccc2)n1C do in these assays?
HEK293 NFkB inh: 14; Autofluor 339: 1.1; tolC growth inh: 100*; MMP-13 inhibitor: -3; NADH coupling: 1%; PKA kinase inh: 11; JNK3 inh: -9; A340 absorber: 1; ROCK2 inh: 5

How did CSC1=C(C#N)C2(CCCC2)C(C#N)=C(N)N1 do in these assays?
HEK293 NFkB inh: 11; Autofluor 339: 1.1; tolC growth inh: 20; MMP-13 inhibitor: -2; NADH coupling: 10%; PKA kinase inh: -11; JNK3 inh: 1; A340 absorber: 1.1; ROCK2 inh: 5

What do the screens show for `O=C(Cn1nc(C(=O)O)c2ccccc2c1=O)NCCC1=CCCCC1`?
HEK293 NFkB inh: 17; Autofluor 339: 1.1; tolC growth inh: -8; MMP-13 inhibitor: 1; NADH coupling: 3%; PKA kinase inh: 2; JNK3 inh: -3; A340 absorber: 1; ROCK2 inh: 0

Screens (PubChem BioAssay)
